Bioassay records as filed in PubChem BioAssay.
MITF TRPM1 HTS = activators of MITF-driven TRPM1 promoter reporter, primary screen, cell-based, SK-MEL-5, luciferase, single point; activation, % at 12.5 µM; SK-MEL-5 TRPM1-promoter luciferase, 24 h; % of positive control, neutral wells = 0; 0.75% of 300,000 active; AID 588334, 2011;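 active = mean activation of at least 80% with every replicate also reaching 80%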;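 note: 0% = neutral control wells and 100% = parthenolide positive control wells; values of inactives mirror those of a sister screen read the other way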
dFosB activator = activators of delta FosB homodimer, primary screen, biochemical, fluorescence polarization, TAMRA-CDK5 oligo, single point; Protein FosB (Mus musculus), P13346; purified delta FosB; percent of positive-control signal above neutral wells; activation, % at 25 µM; 0.99% of 340,000 active; AID 493131, 2011;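 active = mean activation above about 17%, with every replicate also reaching it, limit read from the data, passing the limit was not always enough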;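 note: fluorescence polarization rise as delta FosB binds a TAMRA Cdk5 AP-1 oligo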
PvdQ inh = P. aeruginosa PvdQ acylase inhibitors, primary screen, biochemical, fluorescence, plate reader and imaging, single point. PvdQ acylase [Pseudomonas aeruginosa LESB58]. purified PvdQ acylase. inhibition, % at 10 µM. 0.063% of 340,000 active. AID 488965, 2010; in the data active = inhibition above about 30%, passing the limit was not always enough;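 note: 0% = vehicle neutral wells and 100% = reference inhibitor wells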
HTR5A ag ctr = HTR5A agonists in luminescence cell assay, primary screen, counter-screen for OPRM1-OPRD1 heterodimer agonist project, full-deck HTS; 5-hydroxytryptamine receptor 5A (Homo sapiens), P47898; cell-based; activation, % at 9.3 µM; 0.61% of 340,000 active; in the data active = activation mostly above about 9.5%, no sharp cut-off; inactive = mostly below about 7.6%;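 note: 0% = cells with vehicle only and 100% = reference agonist; strong numbers were not always called active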
Wnt bcat act = Wnt/beta-catenin pathway activators, primary screen, cell-based, plate reader, single point | activation, % at 9.35 µM | Wnt/beta-catenin reporter cell assay, activator | AID 743398, 2014 | 1.2% of 300,000 active; in the data active = activation above about 30%, passing the limit was not always enough;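 note: 0% = neutral control wells and 100% = positive control wells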
NSD2 HMT inh = NSD2 histone methyltransferase inhibitors, primary screen, biochemical, AlphaScreen, single concentration, set 2; inhibition, % at 12.5 µM; 0.54% of 310,000 active; NSD2 peptide methylation, 120 min; Histone-lysine N-methyltransferase NSD2 (Homo sapiens), O96028; AID 743445, 2014; in the data active = inhibition above about 50%
V-ATPase pH = regulators of yeast V-ATPase proton pumping, primary screen, pHLuorin cytosolic pH fluorescence. S. cerevisiae. 0.37% of 350,000 active. response, % at 10 µM; in the data active = response mostly above about 7.3%, no sharp cut-off; inactive = mostly below about 5.4%; note: actives read high; inactives centre near 0; some compounds called inactive have numbers as strong as hits; reference of the scale not given here
HTR5A inv ag = HTR5A inverse agonists in luminescence cell assay, primary screen, counter-screen for OPRM1-OPRD1 heterodimer inverse agonist project, full-deck HTS | 5-hydroxytryptamine receptor 5A (Homo sapiens), P47898 | HTR5A cell line, inverse agonism | inhibition, % at 9.3 µM | 0.083% of 340,000 active | AID 504634, 2011; in the data active = inhibition mostly above about 23%, no sharp cut-off; inactive = mostly below about 18%;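 note: 0% = cells with DMSO and 100% = no-cell wells with DMSO; some compounds called inactive have numbers as strong as hits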
SR-BI HDL uptake = inhibitors of SR-BI mediated HDL lipid uptake, primary screen, ldlA[mSR-BI] cells, fluorescence, single point | ldlA[mSR-BI] CHO cells, DiI-HDL uptake fluorescence, 3 h | inhibition, % at 12.5 µM | AID 488896, 2010 | 0.96% of 320,000 active;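 active = mean replicate inhibition of at least 70% and a set share of replicates each scoring 70 or more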;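 note: 0% = median of neutral control wells and 100% = median of positive control wells; values of inactives mirror those of a sister screen read the other way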
CDK5 p35 inh = inhibitors of human CDK5/p35 kinase, primary screen, biochemical, single concentration | inhibition, % at 10 µM | Recombinant CDK5/p35, ADP-Glo luminescence, 60 min | 0.01% of 330,000 active | AID 488839, 2010;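 active = highest replicate inhibition of at least 50% and at least 75% of replicates reaching 50%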;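 note: plate controls were DMSO neutral control for no effect and GW8510 at 10 µM for full effect; many of its hits are not listed in these tables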
Target sequence (Q00535 whole entry, looked up): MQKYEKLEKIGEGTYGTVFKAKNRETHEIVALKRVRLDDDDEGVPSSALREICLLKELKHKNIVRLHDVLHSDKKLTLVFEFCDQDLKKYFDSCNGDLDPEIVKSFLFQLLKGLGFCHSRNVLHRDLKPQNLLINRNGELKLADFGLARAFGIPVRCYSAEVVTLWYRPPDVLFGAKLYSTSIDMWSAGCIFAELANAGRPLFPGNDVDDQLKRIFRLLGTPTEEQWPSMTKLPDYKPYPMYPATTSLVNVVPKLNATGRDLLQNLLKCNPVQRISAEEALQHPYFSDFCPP
Target sequence (Q15078 whole entry, looked up): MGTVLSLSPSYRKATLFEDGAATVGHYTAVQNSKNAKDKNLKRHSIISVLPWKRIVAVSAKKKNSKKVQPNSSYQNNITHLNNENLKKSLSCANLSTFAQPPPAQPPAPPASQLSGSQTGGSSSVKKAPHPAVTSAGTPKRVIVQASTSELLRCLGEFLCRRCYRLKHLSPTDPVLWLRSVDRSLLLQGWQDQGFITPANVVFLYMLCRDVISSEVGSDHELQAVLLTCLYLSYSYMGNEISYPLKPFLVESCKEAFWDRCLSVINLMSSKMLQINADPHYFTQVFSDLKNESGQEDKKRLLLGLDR
* hit, by the source's call; . = not tested or not shown.

Key to letters – A = MITF TRPM1 HTS; B = dFosB activator; C = PvdQ inh; D = HTR5A ag ctr; E = Wnt bcat act; F = NSD2 HMT inh; G = V-ATPase pH; H = HTR5A inv ag; I = SR-BI HDL uptake; J = CDK5 p35 inh
1) CC1=C(C)CC2C(=O)N(Cc3ccccc3)C(=O)C2C1 (stereo not given)
  A = 3.6	B = -6.0	C = 4.3	D = 1.6	E = .	F = 1.9	G = -0.5	H = -3.8	I = -8.7	J = 1.7

2) CC(C)Cn1c(=O)c(C(=O)Nc2ccncc2)c(O)c2ccccc21
  A = -46.1	B = -27.2	C = -6.4	D = -1.5	E = 22.4	F = .	G = -1.1	H = 4.2	I = 9.0	J = 0.2

3) CC1C2Cn3c(nc4ccccc43)C1N(C(C)C)O2 (stereo not given)
  A = -11.8	B = -0.7	C = -3.1	D = -4.6	E = -3.3	F = .	G = 0.7	H = 11.7	I = -8.3	J = 0.3

4) CCOc1cccc(NC(=O)C2CC(=O)N(C)C2)c1 (stereo not given)
  A = 1.8	B = -6.2	C = 2.1	D = -9.7	E = -4.9	F = -4.7	G = 0.1	H = 4.4	I = -14.7	J = 0.5

5) C[C@H](CCC(=O)O)[C@H]1CC[C@H]2[C@@H]3CC[C@@H]4C[C@H](O)CC[C@]4(C)[C@H]3CC[C@]12C
  A = -6.9	B = -6.9	C = -15.8	D = -2.1	E = -1.6	F = .	G = 0.6	H = -10.6	I = 4.0	J = -0.5

6) COc1ccc(-c2cc(=O)c3c(O)c(OC)c(O)cc3o2)cc1
  A = .	B = -3.6	C = 16.8	D = 6.1	E = 28.1	F = .	G = -0.4	H = -14.0	I = -0.1	J = 3.1

7) COc1cccc(OC)c1C(=O)Nc1cc(Cl)ccc1N1CCOCC1
  A = 4.3	B = -1.1	C = -2.6	D = -4.5	E = .	F = -1.2	G = 0.5	H = -0.3	I = 29.4	J = -0.8

8) Cn1cnc([N+](=O)[O-])c1SCC(O)CN1CCCCC1 (stereo not given)
  A = 22.7	B = -1.7	C = -5.9	D = 0.6	E = -5.0	F = -1.2	G = -0.7	H = 1.8	I = -14.9	J = -2.2

9) CCOCCCNc1nc2c(c(=O)n(C)c(=O)n2C)n1CCCc1ccccc1
  A = 0.2	B = -7.5	C = -7.2	D = 7.5	E = 0.1	F = -4.7	G = -0.1	H = 18.0	I = -20.9	J = 1.0

10) Cc1cc(C)c(NC(=O)CSCc2c(C)noc2C)c(C)c1
  A = 8.8	B = -0.8	C = -12.6	D = -6.3	E = -0.2	F = -0.5	G = -2.2	H = 15.8	I = -1.3	J = -1.0

11) O=C(CSc1nc2c([nH]c3ccccc32)c(=O)n1-c1ccccc1)N1CCOCC1
  A = 10.3	B = -3.0	C = -9.6	D = -5.0	E = -1.3	F = .	G = 8.7	H = 14.1	I = -7.7	J = -2.3

12) O=C(c1cc(COc2cccc(C(F)(F)F)c2)on1)N1CCc2ccccc2C1
  A = 16.7	B = -7.9	C = -1.4	D = 2.1	E = 0.9	F = 1.6	G = -0.5	H = -3.1	I = -0.9	J = 0.6

13) CCN(C(=O)CN1CCN(C)CC1)c1c(N)n(Cc2ccccc2)c(=O)[nH]c1=O
  A = 4.6	B = -4.0	C = -9.1	D = 1.2	E = -1.2	F = 0.1	G = -2.7	H = 1.3	I = -0.4	J = 2.9

14) CSCCC(NS(=O)(=O)c1ccc2c(c1)c(=O)n(C)c(=O)n2C)C(=O)NC1CCN(Cc2ccccc2)CC1 (stereo not given)
  A = -2.9	B = -0.3	C = -8.0	D = -1.1	E = -0.4	F = -2.0	G = -1.9	H = 3.2	I = -22.0	J = -0.3

15) CC1=CC(C)(C)N(S(=O)(=O)c2ccc(C)cc2)c2cc(C)ccc21
  A = -38.8	B = -6.6	C = -13.4	D = -3.0	E = .	F = -1.1	G = 5.1	H = 20.4	I = 0.0	J = 2.4

16) CC(=C1C(=O)c2ccccc2C1=O)N1CCN(C/C=C/c2ccccc2)CC1
  A = .	B = -7.4	C = 3.7	D = 0.1	E = .	F = 1.8	G = -6.8	H = -0.3	I = -13.1	J = -0.5

17) CN(CC(=O)N1CCOCC1)S(=O)(=O)c1cc(Cl)ccc1Cl
  A = -4.1	B = 0.6	C = -11.1	D = -0.2	E = -1.8	F = -3.4	G = 5.0	H = -40.7	I = .	J = 1.4

18) Cc1ccc(CNC(=O)CCC2CCCN(Cc3cccc4c3OCO4)C2)o1 (stereo not given)
  A = -8.2	B = -7.8	C = -7.3	D = -2.0	E = 2.9	F = 0.3	G = -2.0	H = 1.1	I = -8.7	J = -0.8

19) COc1ccc2[nH]cc(C(=O)CN3CC(C)CC(C)C3)c2c1 (stereo not given)
  A = -4.1	B = -10.9	C = -20.7	D = 0.9	E = -1.1	F = -1.9	G = 20.6	H = -3.3	I = -15.1	J = 0.0

20) COc1ccccc1CNC(=O)CCN=C1NS(=O)(=O)c2ccccc21
  A = 0.3	B = 3.6	C = -4.8	D = -0.8	E = 2.6	F = 1.4	G = -4.4	H = 2.0	I = -4.2	J = -0.1

21) COc1ccc(CN2CCN(C(=O)c3cc(C4CC4)nn3-c3ccccc3)CC2)cc1F
  A = -1.1	B = -4.2	C = -10.5	D = -3.1	E = -3.0	F = 0.9	G = 5.2	H = 7.6	I = 37.3	J = -0.3

22) COc1cccc(/C=C/C(=O)OCC(=O)NCC2CCCO2)c1 (stereo not given)
  A = -2.9	B = -0.9	C = -11.6	D = -2.5	E = 3.7	F = -2.9	G = -0.4	H = -15.6	I = -20.3	J = 0.9

23) O=C(N1CCOCC1)N1CCN(S(=O)(=O)c2ccc(Cl)cc2)C1
  A = -3.0	B = 8.9	C = -17.0	D = -0.2	E = -2.7	F = -2.7	G = -0.1	H = 6.1	I = -5.2	J = -0.5

24) O=C(O)/C=C(\Oc1ccccc1)C1(O)CCCCC1
  A = -1.8	B = 2.2	C = -17.4	D = 1.1	E = 1.5	F = 1.4	G = -0.1	H = 4.3	I = -1.6	J = -1.3

25) Cc1oc(-c2cccc(Cl)c2)nc1CN1CCC(C(=O)NCCCN2CC(C)CC(C)C2)CC1 (stereo not given)
  A = -96.3	B = -1.9	C = -11.9	D = -3.3	E = .	F = 14.7	G = -0.7	H = 12.4	I = 19.9	J = .

26) Cc1ccccc1NC(=O)C1CCN(C(=O)NC2CCCCC2)CC1
  A = -9.5	B = -4.8	C = -3.4	D = -1.7	E = 2.8	F = -2.6	G = -0.2	H = 25.2	I = 0.0	J = -1.2

27) COC(=O)c1ccc(Nc2ncnc3c2cnn3-c2cccc(C)c2)cc1
  A = .	B = 45.3*	C = -2.2	D = -2.7	E = -2.5	F = .	G = 2.5	H = 7.9	I = 16.1	J = -1.2

28) CCCCn1c(N)c(N(CCOC)C(=O)CCNC(=O)c2ccccc2Cl)c(=O)[nH]c1=O
  A = 6.1	B = 6.1	C = -8.9	D = 0.2	E = 1.0	F = -0.7	G = 3.2	H = 22.1	I = -8.3	J = -0.4

29) O=S(=O)(c1ccccc1F)N1CCN(CCc2ccccc2)CC1
  A = -11.5	B = -6.9	C = -28.3	D = -3.8	E = -4.3	F = 0.1	G = -4.2	H = 13.5	I = 3.0	J = -2.2
